Rab9 prom act = activators of Rab9 promoter | AID 485297 | Potency, µM (titrated, usually from 9.22 µM), without a hit: at the top dose activation, negative = inhibition, actives largely listed as activators | Huh7 Rab9 promoter-luciferase reporter, luminescence, 24 h | 2.8% of 320,000 active; also: % of control where 0% means no effect; nearly all actives have a fitted effect of over 60% in size
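Measured in stably transfected Huh7 cells bearing a Rab9 promoter–luciferase construct: 24 h compound treatment at 37 °C, followed by luminescence detection.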
p53 reactivation = restores transcriptional activity of mutant p53; 0.063% of 320,000 active; Potency, µM (top dose mostly 92.2 µM), for the others: top-dose activity change, positive = activation, most hits filed as activators; H1299 p53-A138V BP100-luciferase reporter, luminescence, 24 h; also: % of control where 0% means no effect; nearly all actives have a fitted effect of over 45% in size
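p53-null H1299 cells stably carrying temperature-sensitive p53-A138V and a BP100-luciferase reporter were pinned with compounds (4-point, 1:5 series) and held 24 hrs at 37 deg C. Luminescence was read 10 min after detection reagent.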
uPA generation = inhibitors of cell surface uPA generation. cell surface uPA generation assay, qHTS. Potency, µM (series often up to 38.3 µM), for inactives: at the top dose activity change, negative = inhibition, most hits filed as inhibitors. 0.31% of 330,000 active. AID 540303; active = well fitted inhibition curve with a large enough effect; inconclusive = small, poorly fitted or top-dose-only effect; inactive = no such curve, though single readings can be large or run the other way; tested in mouse RAW 264.7 cells; also: % is scaled to controls: 0 for no effect and ±100 for the full control effect; nearly all actives have a fitted effect of over 55% in size
NPC1 prom act = activators of NPC1 promoter; Huh7 NPC1 promoter luciferase reporter, 24 h; Potency, µM (titrated, usually from 9.22 µM), without a hit: at the top dose activation, hits mostly activators; 2.4% of 320,000 active;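 also: % of control where 0% means no effect; nearly all actives have a fitted effect of over 60% in size; reporter is driven by a mutant NPC1 promoter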
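Quantitative HTS used a cell-based reporter: Huh7 cells stably bearing the NPC1 promoter upstream of luciferase were treated with compounds for 24 h, and promoter activation was read as luminescence.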
ELG1 genotoxic = genotoxicity induction in ELG1-luciferase HEK293T cells; HEK293T ELG1-luciferase reporter, luminescence, 16 h; Potency, µM (top dose mostly 46 µM), for the others: top-dose activity change, positive = activation, most hits filed as activators; 1.3% of 330,000 active; AID 504466; also: % of control where 0% means no effect; nearly all actives have a fitted effect of over 60% in size
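Luminescence read-out: rising ELG1-luciferase signal, reflecting elevated ELG1 protein under genetic stress, flags genotoxic compounds. Cells were treated for 16 hr at 37 °C before ONE-Glo detection.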
CXXC DNA block = MLL CXXC-DNA interaction inhibition; MLL-CXXC / FITC-HOXA9 DNA fluorescence polarization; Potency, µM (top dose mostly 115 µM), inactives show top-dose activity change, negative = inhibition, most hits filed as inhibitors; 0.037% of 290,000 active; AID 2662; active = well fitted inhibition curve with a large enough effect in the polarisation, with a control signal flat, not every such curve was filed as active; inconclusive = small, poorly fitted or top-dose-only effect, or effect the other way, or a change in a side signal; inactive = no such curve, though single readings can be large or run the other way; the % refers to the polarisation
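Steps: dispense CXXC domain solution (7 uM) → pin compounds or unlabeled HOX-A9 DNA control → 5 min ambient → add FLSN-HOX-A9 solution (50 nM) → spin → 30 min ambient → fluorescence polarization. Tris pH 7.5/NaCl/DTT/BSA buffer.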
FLuc counter = counter-screen for miR-21 project: firefly luciferase inhibitors or activators; Potency, µM (series often up to 57.5 µM), without a hit: at the highest dose activity change, negative = inhibition, most hits filed as inhibitors; AID 588342; 6.9% of 360,000 active; purified FLuc, Km substrates, luminescence inhibition; P08659;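 also: plate controls were vehicle for no effect and reference inhibitor for full effect; nearly all actives have a fitted effect of over 55% in size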
Target sequence (P08659 whole entry, looked up): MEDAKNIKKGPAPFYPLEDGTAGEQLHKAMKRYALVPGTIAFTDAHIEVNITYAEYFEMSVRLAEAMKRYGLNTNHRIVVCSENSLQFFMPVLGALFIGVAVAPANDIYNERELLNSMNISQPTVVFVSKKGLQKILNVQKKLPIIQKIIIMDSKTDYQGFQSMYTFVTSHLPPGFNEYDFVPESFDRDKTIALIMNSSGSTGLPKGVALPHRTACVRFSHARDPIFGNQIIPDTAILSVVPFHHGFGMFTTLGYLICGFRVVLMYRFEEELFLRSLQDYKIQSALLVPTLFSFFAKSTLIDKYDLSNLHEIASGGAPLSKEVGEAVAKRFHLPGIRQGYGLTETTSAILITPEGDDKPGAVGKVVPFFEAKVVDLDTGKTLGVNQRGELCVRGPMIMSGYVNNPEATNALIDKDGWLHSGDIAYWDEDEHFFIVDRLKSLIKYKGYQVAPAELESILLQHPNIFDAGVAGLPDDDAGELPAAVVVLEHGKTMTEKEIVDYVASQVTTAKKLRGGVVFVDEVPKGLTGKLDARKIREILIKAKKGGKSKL
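Biochemical qHTS of compounds, final roughly 60 µM downward over six points, against 10 nM purified firefly luciferase using Km concentrations of substrates (10 uM D-luciferin, 10 uM ATP) in Tris acetate pH 7.5 buffer; luminescence output.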
Gal4-VP16 FLuc = inhibits Gal4-VP16 luciferase reporter, ROR gamma counter-screen; Drosophila S2 Gal4-VP16 UAS-luciferase, luminescence, 20 h; Potency, µM (titrated, usually from 53.6 µM), inactives show top-dose activity, negative = inhibition, usual class: inhibitors; 3.5% of 310,000 active;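 also: Gal4-VP16 expression switched on by copper sulfate through the metallothionein promoter; % is scaled to controls: 0 for no effect and ±100 for the full control effect; nearly all actives have a fitted effect of over 50% in size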
RORgamma inh = ROR gamma (mouse) transcription inhibition | P51450 | Drosophila S2 Gal4-RORgamma UAS-luciferase reporter, 20 h | Potency, µM (series often up to 53.6 µM), without a hit: at the top dose activity change, negative = inhibition, most hits filed as inhibitors | 5.4% of 310,000 active | AID 2551; also: % is scaled to controls: 0 for no effect and ±100 for the full control effect; nearly all actives have a fitted effect of over 60% in size
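Luciferase reporter read in Schneider cells carrying Gal4-RORγ (mouse) and UAS-Photinus luciferase; cells given compound 1 h before 700 uM copper sulfate induction, then incubated 20 h at ambient temperature.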
BRCA1 expr act = activators of BRCA1 expression; MCF7-BRCA1-FFLuc reporter, luminescence, 48 h; response scale: scaled: vehicle 0%, 10 µM genistein 100%; Potency, µM (doses to about 46.1 µM), for inactives: at the highest dose activation, usual class: activators; 1.1% of 380,000 active; AID 624202; also: nearly all actives have a fitted effect of over 80% in size; some results filed as inactive show a strong effect at the top dose
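Luminescence from a BRCA1-driven firefly luciferase in MCF7 cells was the read-out, taken 15 min after substrate addition following 48 h compound exposure at 37 °C. Data were normalized to a 10 microM genistein control and DMSO vehicle.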
MBNL1 CUG block = MBNL1-poly(CUG) RNA binding inhibition. TR-FRET MBNL1-His/biotin-(CUG)12 binding, 665/545 ratio. Potency, µM (doses to about 57.5 µM), without a hit: top-dose activity change, negative = inhibition, hits mostly inhibitors. Q9NR56. AID 2675. 0.036% of 280,000 active; active = well fitted inhibition curve with a large enough effect in the signal ratio, with a control signal flat, not every such curve was filed as active; inconclusive = small, poorly fitted or top-dose-only effect, or effect the other way, or a change in a side signal; inactive = no such curve, though single readings can be large or run the other way; the % refers to the signal ratio; also: % is scaled to controls: 0 for no effect and ±100 for the full control effect
Target sequence (Q9NR56 whole entry, looked up): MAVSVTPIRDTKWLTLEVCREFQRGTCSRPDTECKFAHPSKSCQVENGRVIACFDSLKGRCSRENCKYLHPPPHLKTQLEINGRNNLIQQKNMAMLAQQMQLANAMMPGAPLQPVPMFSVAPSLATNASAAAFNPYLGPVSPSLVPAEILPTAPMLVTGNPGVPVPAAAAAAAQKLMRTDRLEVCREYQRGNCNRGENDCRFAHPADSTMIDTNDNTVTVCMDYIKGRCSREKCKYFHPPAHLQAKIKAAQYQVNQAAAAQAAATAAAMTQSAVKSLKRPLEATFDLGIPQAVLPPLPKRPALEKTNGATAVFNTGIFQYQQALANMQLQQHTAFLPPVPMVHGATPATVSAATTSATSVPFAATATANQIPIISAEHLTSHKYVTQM
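Compound titration spanned 92 nM–58 uM against the MBNL1-His/biotin-(CUG)12 complex. After 60 min at room temperature with 5 nM streptavidin-XL665 and 0.055 ng/ul terbium anti-His, ratiometric 665/545 nm emission (Ex 340 nm) normalized to controls.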
* hit, by the source's call; ? = inconclusive; . = no result given; [ ] = dose if it differs, or a comment. Unless noted, calls follow the shape of the dose curve; as a rule, active = well fitted curve in the direction sought with a large enough effect; inconclusive = small, poorly fitted or top-dose-only effect, or another doubt; inactive = no such curve, though single readings can be large; an effect the other way counts as inactive or inconclusive. Potency is read from the fitted curve at half-maximal effect. Some of the compounds tested. The share of hits here may be higher or lower than overall.

1. COc1ccccc1/C=C/C1=NC(=C\C=C/c2ccccc2)/C(=O)O1
2. CC(NC(=O)CN1CCN(c2ncccn2)CC1)c1ccc(F)cc1 (stereo not given)
3. CCCN(C1CCS(=O)(=O)C1)S(=O)(=O)c1ccc2ccccc2c1 (stereo not given)
4. Cc1nc(SCc2ccc(Cl)c(Cl)c2)ncc1C(=O)O
5. C=CC(=O)NC(NC(=O)C=C)c1ccc(Br)cc1
6. Cc1ccccc1NC(=O)Cn1nnc(-c2ccc(CN3CCC(C)CC3)cc2)n1
7. CCOC(=O)N1CCC(=NNC(=O)c2ccc(O)cc2)CC1
8. CCOC(=O)CC(=O)CSc1nc2c(sc(=S)n2-c2ccc(C)c(C)c2)c(=O)[nH]1
assay / entry	1	2	3	4	5	6	7	8
Rab9 prom act	-3%	-1%	-5%	27%	0%	-3%	-1%	-7%
p53 reactivation	0%	8%	1%	-2%	11%	10%	5%	2%
uPA generation	-12%	-2%	6%	5%	-9%	25%	-3%	4%
NPC1 prom act	-4%	-4%	-4%	-1%	0%	1%	-2%	-1%
ELG1 genotoxic	1%	1%	3%	2%	4%	3%	0%	-7%
CXXC DNA block	-4%	2%	.	-2%	-1%	0%	-1%	28%
FLuc counter	?	3%	0%	?	4%	-1%	-1%	2%
Gal4-VP16 FLuc	-2%	1%	.	-12%	0%	9%	?	6%
RORgamma inh	22%	0%	.	?	-10%	49%	8.9µM*	30%
BRCA1 expr act	14%	0%	3%	51%	-1%	-7%	6%	-17%
MBNL1 CUG block	13%	1%	.	-3%	-16%	-1%	-4%	5%

An excerpt of these results, with tabs.
No.	SMILES	Rab9 prom act	p53 reactivation	uPA generation	NPC1 prom act	ELG1 genotoxic	CXXC DNA block	FLuc counter	Gal4-VP16 FLuc	RORgamma inh	BRCA1 expr act	MBNL1 CUG block
5	C=CC(=O)NC(NC(=O)C=C)c1ccc(Br)cc1	0%	11%	-9%	0%	4%	-1%	4%	0%	-10%	-1%	-16%
6	Cc1ccccc1NC(=O)Cn1nnc(-c2ccc(CN3CCC(C)CC3)cc2)n1	-3%	10%	25%	1%	3%	0%	-1%	9%	49%	-7%	-1%

Next part.
9. O=C(Nc1nnc(-c2cccs2)o1)c1ccc(S(=O)(=O)N2CCOCC2)cc1
10. COc1ccc(C2OC(=O)CC2C(=O)NC2CCCC(C)C2C)cc1OC (stereo not given)
11. COc1ccc(N(C)C(=O)c2sc(Cl)nc2C)cc1
12. Cc1ccc(CN2CCNC(=O)C2CC(=O)NCc2cc(C)n(C)n2)cc1 (stereo not given)
13. CCOC(=O)C1CCCN(C(=O)CCNS(=O)(=O)c2ccc(Br)cc2)C1 (stereo not given)
14. S=C1NC[C@H](Cc2ccccc2)N1CCc1cccc2ccccc12
15. CCOc1ccc(N2CC(NC(=O)c3cccc4ccccc34)CC2=O)cc1 (stereo not given)
16. Nc1ccn(CC(=O)NCCCc2ccccc2)c(=O)n1
assay / entry	9	10	11	12	13	14	15	16
Rab9 prom act	-7%	-5%	8%	4%	-10%	0%	-1%	-5%
p53 reactivation	-1%	6%	-33%[inhibitor]	-3%	7%	-3%	0%	-5%
uPA generation	4%	1%	1%	2%	-16%	-6%	-2%	-2%
NPC1 prom act	-14%	-1%	-7%	-2%	-1%	-4%	-2%	-1%
ELG1 genotoxic	-17%	1%	-15%	1%	0%	-5%	1%	-3%
CXXC DNA block	3%	-1%	-1%	-11%	.	8%	.	.
FLuc counter	-12%	0%	-2%	0%	2%	-1%	-2%	10%
Gal4-VP16 FLuc	1.6µM*	-10%	0%	-3%	.	5.6µM*	.	.
RORgamma inh	0.71µM*	17%	16%	-4%	.	1µM*	.	.
BRCA1 expr act	-54%	2%	-21%	-3%	-11%	2%	-5%	-2%
MBNL1 CUG block	1%	0%	-5%	15%	.	4%	.	.

17. COc1ccc(CCNC(=O)c2noc3c2CCCC3)cc1OC
18. CC(=O)Nc1ccc(C(=O)CSc2nc3ccc(C)cc3[nH]2)cc1
19. Cc1ccc(CNC(=O)Cn2c(=O)n(-c3ccccc3)c(=O)c3sccc32)cc1
20. CCOC(=O)[C@@H]1[C@H]2COc3cc(OC)ccc3[C@H]2N2C(=O)N(c3ccc(C)cc3)C(=O)[C@@]12C
21. COc1ccc(Br)c(C(=O)NC2CCCC2)c1
22. O=C(CCCN1C(=O)c2ccccc2C1=O)NCc1ccco1
23. CCCC1O[C@@H]2CC3C4CCC5=CC(=O)C=C[C@]5(C)C4C(OC(C)=O)C[C@]3(C)[C@]2(C(=O)COC(C)=O)O1 (stereo not given in full)
24. CCc1ccc(/C=N/NC(=O)c2nnn(-c3nonc3N)c2C(C)C)cc1
assay / entry	17	18	19	20	21	22	23	24
Rab9 prom act	-3%	23%	8%	3%	-2%	-2%	-3%	-7%
p53 reactivation	-6%	20%	5%	.	0%	8%	-3%	6%
uPA generation	.	7%	1%	15%	-1%	0%	2%	-12%
NPC1 prom act	-4%	17%	-1%	0%	-1%	-3%	-4%	-5%
ELG1 genotoxic	0%	?	1%	-1%	-3%	0%	-7%	5%
CXXC DNA block	0%	6%	1%	16%	5%	-14%	8%	-5%
FLuc counter	4%	?	-5%	4%	-1%	-1%	-1%	2.4µM*
Gal4-VP16 FLuc	5%	1%	0%	2%	8%	3%	-8%	-3%
RORgamma inh	10%	0%	-1%	-24%	-3%	-6%	?	5%
BRCA1 expr act	8%	-35%	-10%	0%	-1%	-29%	-63%	-1%
MBNL1 CUG block	-9%	.	?	5%	-8%	35%[activator]	-2%	-4%

25. CCOC(=O)C(=O)N1c2ccccc2C(N(C(=O)C(=O)OCC)c2ccccc2)CC1C (stereo not given)
26. S=c1[nH]nc(-c2cc(-c3ccccn3)nc3ccccc23)o1
27. O=C(N/N=C/c1cn(CC(=O)N2CCOCC2)c2ccccc12)c1cccnc1
28. O=C(CN(Cc1ccc(F)cc1)C(=O)c1csnn1)NCc1ccccc1
29. CCOc1ccc(Cc2nc(C)c(CC(=O)N3CCCCC3)c(=O)[nH]2)cc1
30. COc1cc(C(=O)OCC(=O)NC23CC4CC(CC(C4)C2)C3)cc(OC)c1OC
31. O=C(C(Cc1ccccc1)n1cccc1)N1CCN(C2CCCCC2)CC1 (stereo not given)
32. CNC(=O)CSc1nnc(-c2ccccc2F)n1CCc1ccccc1
assay / entry	25	26	27	28	29	30	31	32
Rab9 prom act	6%	0%	1%	10%	-2%	-6%	5%	-4%
p53 reactivation	-3%	-1%	1%	6%	1%	-4%	-2%	0%
uPA generation	6%	-12%	2%	-8%	6%	1%	-13%	-3%
NPC1 prom act	-4%	-2%	4%	-32%[inhibitor]	-6%	1%	0%	-3%
ELG1 genotoxic	-4%	0%	6%	-4%	2%	-5%	-5%	2%
CXXC DNA block	1%	-6%	-4%	1%	4%	.	1%	-2%
FLuc counter	0%	4%	?	-1%	-1%	0%	6%	-2%
Gal4-VP16 FLuc	0%	0%	4%	13%	4%	.	-1%	-12%
RORgamma inh	29%	5µM*	10%	?	-1%	.	-11%	8%
BRCA1 expr act	2%	-30%	16%	3%	13%	-17%	-7%	5%
MBNL1 CUG block	2%	15%	9%	-4%	-11%	.	-20%	.

Single values from the entries so far:
COc1ccc(Br)c(C(=O)NC2CCCC2)c1 – p53 reactivation: 0%
CCCN(C1CCS(=O)(=O)C1)S(=O)(=O)c1ccc2ccccc2c1 (stereo not given) – FLuc counter: 0%
CCOC(=O)N1CCC(=NNC(=O)c2ccc(O)cc2)CC1 – CXXC DNA block: -1%
Cc1ccc(CN2CCNC(=O)C2CC(=O)NCc2cc(C)n(C)n2)cc1 (stereo not given) – MBNL1 CUG block: 15%

(cont.)
33. Cc1csc(SCC(=O)Nc2ccc(C)c(F)c2)n1
34. Cc1ccc(NC(=O)Nc2cnccn2)cc1
35. CCOC(=O)N1CCN(C(=O)c2ccc(C)c(S(=O)(=O)Nc3cccc(C)c3C)c2)CC1
36. COc1ccc(C(CC(=O)O)c2ccc3c(c2)OCO3)cc1 (stereo not given)
assay / entry	33	34	35	36
Rab9 prom act	17%	?	-1%	-6%[1.84 µM]
p53 reactivation	?	11%	-9%	5%
uPA generation	-2%	0%	-8%	-4%
NPC1 prom act	9%	?	0%	-2%
ELG1 genotoxic	3%	?	-3%	0%
CXXC DNA block	.	-8%	-7%	?
FLuc counter	.	17µM*	0%	3%
Gal4-VP16 FLuc	.	-9%	11%	-8%
RORgamma inh	.	0%	3%	-7%
BRCA1 expr act	17%	?	-4%	-6%
MBNL1 CUG block	.	-13%	1%	-10%

Compound activity deposited in PubChem by National Center for Advancing Translational Sciences (NCATS).
